D1 agonist – human D1 receptor agonism; 360,000 compounds, 1% hits; activation, % at 2 µM; AID 504660; HEK293 T-REx D1 cells, calcium flux, agonist mode; in the data active = activation above about 30%; also: 0% is about no effect
Target sequence (P21728 whole entry, looked up): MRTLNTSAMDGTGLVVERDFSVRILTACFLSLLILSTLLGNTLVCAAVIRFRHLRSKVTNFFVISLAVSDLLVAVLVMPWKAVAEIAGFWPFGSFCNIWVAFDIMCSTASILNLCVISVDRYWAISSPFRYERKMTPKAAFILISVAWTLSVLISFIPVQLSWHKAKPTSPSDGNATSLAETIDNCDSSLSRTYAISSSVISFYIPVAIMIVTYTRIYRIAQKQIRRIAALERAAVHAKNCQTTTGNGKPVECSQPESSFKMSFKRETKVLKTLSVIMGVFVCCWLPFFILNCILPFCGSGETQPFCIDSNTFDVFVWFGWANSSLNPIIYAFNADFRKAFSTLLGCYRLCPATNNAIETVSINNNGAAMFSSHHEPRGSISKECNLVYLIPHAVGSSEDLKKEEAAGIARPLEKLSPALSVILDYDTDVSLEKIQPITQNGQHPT
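Tetracycline-induced HEK293 TREx D1 cells, force-coupled to calcium signalling, were dye-loaded with a no-wash calcium kit. Compound was pin-added after a 10 s baseline. Fluorescence was read kinetically at 1 cycle/s for 180 s, with calcium rises flagged as agonism.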
Apoferritin bind – binds horse apoferritin like a general anesthetic; P02791; apoferritin/1-aminoanthracene competitive binding, fluorescence; Potency, µM (series often up to 77.5 µM), for the others: top-dose activity change, negative = displacement, usual class: inhibitors; 350,000 compounds, 0.074% hits; AID 485281; also: potency is read from the fitted curve at half-maximal effect; % is scaled to controls: 0 for no effect and ±100 for the full control effect; nearly all actives have a fitted effect of over 20% in size
Target sequence (P02791 2-175 limits assumed): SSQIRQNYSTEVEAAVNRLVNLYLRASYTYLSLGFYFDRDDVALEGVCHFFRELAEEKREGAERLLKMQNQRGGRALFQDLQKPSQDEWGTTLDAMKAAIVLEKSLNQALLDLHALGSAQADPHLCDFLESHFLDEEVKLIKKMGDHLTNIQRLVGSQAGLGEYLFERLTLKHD
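Probe: 1-aminoanthracene (50% saturated, PBS). Protein: horse-spleen apoferritin, 10 uM. Incubation: 10 min, room temperature. Detection: 380 nm excitation, 535 nm emission. Analysis: normalized response, four-parameter Hill.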
RXFP1 ag – agonists of human relaxin receptor RXFP1; 370,000 compounds, 0.3% hits; Potency, µM (doses to about 57.5 µM), inactives show top-dose activation, actives largely listed as activators; Q9HBX9; HEK293T-RXFP1 cAMP TR-FRET, 30 min; response scale: percent of porcine relaxin response, buffer zero; also: potency is read from the fitted curve at half-maximal effect; % is scaled to controls: 0 for no effect and ±100 for the full control effect; nearly all actives have a fitted effect of over 60% in size; many of its hits are not listed in these tables
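Agonist response is measured as cAMP accumulation in an RXFP1-transfected HEK293T line under PDE4 inhibition. Values are scaled between buffer-only and 29 nM porcine relaxin, and EC50s come from standard Hill equation fits.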
TRHR agonist – TRH receptor (human) agonism; P34981; 360,000 compounds, 0.18% hits; AID 493084; TRHR cells, calcium flux fluo-8, FDSS agonist mode; activation, % at 2 µM; in the data active = activation above about 30%; also: 0% is about no effect
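Fluo-8-loaded TRHR cells; 10 s baseline, compound added, kinetic Ca2+ fluorescence read 1/s, agonist mode.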
TRHR PAM – allosteric enhancers of human TRH receptor; P34981; TRHR cells, fluo-8 calcium fluorescence, EC20 TRH enhancement; enhancement, % at 2 µM; 360,000 compounds, 0.66% hits; in the data active = enhancement above about 30%; also: 0% is about no effect
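TRHR-expressing cells loaded with fluo-8 calcium dye were read kinetically (ex 480/em 530) during compound addition, then stimulated with an EC20 of TRH (10 nM final). Enhancement of the Gq-mediated intracellular calcium response was scored.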
D1 antag – human D1 dopamine receptor antagonism | P21728 | HEK293 TREx D1 cells, calcium flux, dopamine EC80; stronger effect = lower value | activity change, negative = inhibition, % at 10 µM | 360,000 compounds, 3.2% hits | AID 504652; in the data active = activity change below about -30%; also: % is scaled to controls: 0 for no effect and ±100 for the full control effect
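Cells carrying a force-coupled, tetracycline-inducible human D1 receptor report calcium flux. Each well gets a 10 s baseline, compound with 180 s monitoring, then an EC80 dopamine stimulus with a second 180 s kinetic read.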
D1 potentiator – human D1 dopamine receptor positive modulation; P21728; HEK293 TREx D1 cells, calcium flux, dopamine EC20 potentiation; potentiation, % at 10 µM; 360,000 compounds, 0.036% hits; in the data active = potentiation above about 30%; also: 0% is about no effect
D2 PAM – positively modulates the human D2 dopamine receptor allosterically | HEK293 T-REx D2, calcium flux, EC20 dopamine potentiation | potentiation, % at 10 µM | P14416 | 340,000 compounds, 0.34% hits;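 active = potentiation over 3 SD above the plate norm, cut at about 30% in these data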; also: 0% is about no effect
Target sequence (P14416 whole entry, looked up): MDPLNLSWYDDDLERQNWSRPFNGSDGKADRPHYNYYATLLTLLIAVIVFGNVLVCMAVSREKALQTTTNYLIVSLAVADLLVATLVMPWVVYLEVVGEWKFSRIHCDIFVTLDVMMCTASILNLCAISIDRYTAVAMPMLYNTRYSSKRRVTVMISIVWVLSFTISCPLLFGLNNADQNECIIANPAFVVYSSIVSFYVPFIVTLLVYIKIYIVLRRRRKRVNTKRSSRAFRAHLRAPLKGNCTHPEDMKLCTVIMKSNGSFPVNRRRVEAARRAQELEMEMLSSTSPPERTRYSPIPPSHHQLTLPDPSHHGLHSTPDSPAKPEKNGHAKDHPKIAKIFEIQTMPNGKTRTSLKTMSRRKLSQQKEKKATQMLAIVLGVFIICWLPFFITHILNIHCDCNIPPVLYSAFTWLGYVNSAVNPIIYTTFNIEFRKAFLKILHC
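Cells plated with tetracycline inducer and held overnight at 30 C; calcium dye loaded 30–90 min at room temperature; baseline taken, compound added and read 180 s; EC20 dopamine then added and read 180 s.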
RXFP1 antag – blocks the human relaxin receptor RXFP1; Q9HBX9; HEK293-RXFP1, relaxin-stimulated cAMP HTRF, 30 min; stronger effect = lower value; activity change, negative = inhibition, % at 57.5 µM; 350,000 compounds, 0.59% hits; AID 1259400;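 active = activity change of -60% or lower, but not beyond a set lower limit; inconclusive = change between -60% and -40%, or beyond the set limit; inactive = change above -40%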; also: % is scaled to controls: 0 for no effect and ±100 for the full control effect
An asterisk follows results filed as active; ? = inconclusive; / = not tested or not shown; [ ] = another dose, or the depositor's remark. Unless noted, calls follow the shape of the dose curve; as a rule, active = well fitted curve in the direction sought with a large enough effect; inconclusive = small, poorly fitted or top-dose-only effect, or another doubt; inactive = no such curve, though single readings can be large; an effect the other way counts as inactive or inconclusive. Only part of the results is shown. The share of hits here may be higher or lower than overall.

SMILES	D1 agonist	Apoferritin bind	RXFP1 ag	TRHR agonist	TRHR PAM	D1 antag	D1 potentiator	D2 PAM	RXFP1 antag
OCCSc1nc(N2CCOCC2)nc(N2CCOCC2)n1	1	-7%	1.9%	0.5	1	34	-1	2	-21
O=C(c1cccc(S(=O)(=O)N2CCOCC2)c1)N1CCN(c2ccccc2)CC1	1	/	1.5%	0.2	-1	-4	3	17	1
CCCc1nc2oc(C(=O)c3ccccc3)c(N)c2c2c1COC(C)(C)C2	2	-22%	1.9%	0.1	2	12	-7	12	-11
COc1ccc(OCC(=O)Nc2ccc(C(=O)Nc3ccccc3C(=O)O)cc2)cc1	2	-2%	1.6%	0.0	16	21	-10	15	-17
COc1ccc([N+](=O)[O-])cc1NC(=O)C(C)OC(=O)c1cccnc1Cl (configuration not stated)	5	?	4.7%	-1.1	4	-12	-12	8	1
Cn1ncc2c(=O)n(CC(=O)NC34CC5CC(CC(C5)C3)C4)cnc21	2	?	-0.2%	0.6	-1	-34*	3	0	-5
COc1cc(Cl)ccc1OCc1cc(C(=O)N2CCN(c3ccccn3)CC2)no1	3	1%	-0.1%	-0.7	-4	-26	-13	-14	3
O=C1CC(c2ccccc2)CC(O)=C1C=NCc1ccccc1Cl (configuration not stated)	14	?	5.6%	3.0	-7	-3	-8	3	6
Cc1c(C(=O)Nc2ccccc2F)sc2ncnc(N(C)C3CCCCC3)c12	9	9%	?	0.4	2	2	-2	-12	-4
O=C(CC(=O)N/N=C/c1c(F)cccc1Cl)NCc1ccccc1	0	?	-3.2%	1.2	-3	-81*	-4	-11	-22
COc1cc(NC(=O)c2cccc([N+](=O)[O-])c2C)ccc1NC(=O)c1ccco1	0	-1%	-0.2%	-0.6	1	-36*	-2	19	/
Cc1ccc2c(c1)nnn2C1CCN(C(=O)NC23CC4CC(CC(C4)C2)C3)CC1	4	2%	1.0%	-0.8	-9	10	-2	-3	/
CC(C)C(=O)Nc1ccc(-c2nc3ccccc3c(=O)o2)cc1	0	0%	0.7%	-0.9	-4	-4	-5	0	-27
Cc1cccc(NS(=O)(=O)c2cc(C(=O)N3CCc4ccccc4C3)ccc2Cl)c1C	2	-20%	1.5%	1.0	0	4	-2	8	-5
CCC(=O)N1CCc2cc(Br)cc(S(=O)(=O)N3CCCC(C(=O)NCc4cccc(OC)c4)C3)c21 (configuration not stated)	3	0%	6.4%	-1.0	16	-31*	-1	26	/
O=C(CSCc1ccc(Cl)c(Cl)c1)Nc1c[nH]c(=O)[nH]c1=O	1	-2%	3.7%	-0.1	-3	-25	-4	/	?
N=c1n(CC(=O)c2cccs2)c2ccccc2n1Cc1ccccc1	47*	-6%	0.6%	1.7	-7	-22	-10	0	/
COc1ccc(NC(=O)CSc2nnc(-c3cccnc3)o2)cc1	-1	-5%	2.2%	-0.5	10	3	-1	0	3
CN(C)c1ccc(C(CNS(=O)(=O)c2ccc(F)cc2)c2c[nH]c3ccccc23)cc1 (configuration not stated)	4	-9%	0.4%	-0.2	-1	4	-9	3	2
Nc1ccc(S(=O)C(F)(F)F)cc1 (configuration not stated)	1	-5%	-2.1%	0.5	-2	1	-4	-1	-8
CC(C(=O)OCC(=O)c1c(N)n(C)c(=O)n(C)c1=O)N1C(=O)c2ccccc2C1=O (configuration not stated)	3	-5%	0.2%	0.2	-1	6	-6	2	0
O=C(Cn1ccc2ccccc21)Nc1ccc2c(c1)OCO2	2	-8%	-1.0%	-0.2	-2	-26	2	-10	11
Cc1csc(NC(=O)CSc2ncc(-c3ccccc3)[nH]2)n1	1	?	3.1%	-1.3	2	1	0	-7	-9
Cc1cc(C)nc(NS(=O)(=O)c2ccc(N3C(=O)C4CCCCC4C3=O)cc2)n1 (configuration not stated)	1	7%	-1.1%	0.3	-3	3	2	-8	-26
CCCCOc1ccc(C2=NNC(=O)CC2)cc1	-2	-4%	4.0%	-0.2	-4	-25	-6	0	-1
CN(Cc1ccon1)C(=O)c1ccc2nc(Cc3cccc(Cl)c3)oc2c1	11	?	-1.8%	-0.2	10	-9	-5	-3	-18
C=CCOn1c(=O)c(C)[n+]([O-])c2ccccc21	1	-7%	0.4%	1.2	0	12	-4	/	9
C=CCN1c2ccccc2[C@]23C[C@@H](C(=O)OC)N(C(=O)C4CCC4)C2=NC(C(=O)OC)=C(C(=O)OC)[C@H]13	6	-5%	-2.4%	-0.2	2	-20	-1	8	/
CCOC(=O)N1CCN(C(=O)c2oc3ccc(S(=O)(=O)N4CCOCC4)cc3c2C)CC1	25	-16%	0.5%	-0.8	34*	-18	-9	3	-13
CC1=[N+](C)N(c2ccccc2)C(=O)C1N=C/C=C/c1ccccc1 (configuration not stated)	-1	-20%	0.3%	-1.3	-3	-4	-5	-10	3
S=c1[nH]c(-c2ccccc2)cn1/N=C/c1cccs1	1	0%	0.5%	-0.7	5	6	-3	18	-20
Cc1cc(/C=C2/NC(=O)NC2=O)c(C)n1-c1ccccn1	2	-14%	-0.5%	0.2	3	-5	-4	15	-9
CC(CCc1ccccc1)NC(=O)CNC(=S)N(Cc1cccs1)C1CCCC1 (configuration not stated)	10	36%[activator]	-0.3%	-0.6	-3	-1	-11	-5	-7
Cc1ccc(CN2CCN(Cc3ccc4ncccc4c3)CC2CCO)cc1 (configuration not stated)	3	-4%	-4.4%	0.4	12	-3	2	-19	-20
Cc1ccc2nc(NC(=O)COC(=O)c3ccco3)sc2c1	1	-23%	2.1%	0.1	2	-6	-8	10	-18
CCCCN(CC)C(=O)CCn1c(=O)c2cccn2c2cccnc21	2	-5%	-0.9%	-0.1	1	4	4	-1	5
N#C/C(=C/c1ccc(N2CCOCC2)o1)c1nc2ccccc2[nH]1	64*	36%[activator]	1.5%	28	-2	7	1	3	-2
COc1cccc(-c2ncc3ccccc3c2COC(=O)c2cccs2)c1	6	/	1.3%	0.1	-2	/	3	7	/
Cc1cc(OCc2cc(C(=O)N(C)CCc3cnn(C)c3)no2)cc(C)c1Cl	14	-24%	-0.6%	0.1	-5	-9	-4	-11	21
CCc1cccc(N2C(=O)CSC23C(=O)N(Cc2ccccc2F)c2ccccc23)c1 (configuration not stated)	7	0%	-0.2%	0.2	-4	3	0	-1	/
Nc1nc(COc2ccccc2)cs1	1	-18%	-0.6%	-0.1	-2	5	-5	1	0
Cc1nnc2sc(SCc3cccc(Cl)c3)nn2c1=O	0	-22%	15%	-0.4	-12	-20	-7	-5	-12
Cc1ccc(C(=O)Nc2ccccc2C(=O)O)cc1S(=O)(=O)NCc1ccccc1	2	-5%	2.3%	-0.5	-9	-1	5	6	-20
O=C(O)C1CC=CCC1C(=O)N1CC=C(c2ccccc2)CC1 (configuration not stated)	-1	-6%	1.2%	0.5	5	2	-3	-39	-12
CCN1C(=O)c2cccc3c(S(=O)(=O)NC(Cc4ccccc4)C(=O)O)ccc1c23 (configuration not stated)	2	325%[activator]	5.5%	0.7	-4	1	-12	0	7
COc1cc(C(=O)NC(=S)Nc2nccs2)cc(OC)c1OC	2	7%	1.0%	-0.2	-6	1	5	8	-14
O=C(Nc1ccc(-n2cccc2)cc1)C1CC1	0	-1%	-1.4%	-0.4	0	0	0	5	1
CCN(CC)S(=O)(=O)c1ccc(C(=O)OCn2nnc3ccccc3c2=O)cc1	7	-10%	1.5%	0.6	-4	-3	-6	75*	-19
Cc1c(Cl)cccc1NC(=O)CN1CCN(CCO)CC1	8	-3%	1.4%	1.2	-1	3	-7	13	-15
COCC1CCCN(C(=O)c2ccc3oc(C(C)C)nc3c2)C1 (configuration not stated)	1	-8%	0.4%	0.2	-4	-13	-1	/	-3
C=C(C)/C=N/NC(=S)Nc1ccc(S(=O)(=O)N2CCOCC2)cc1	3	?	0.5%	0.8	-4	-4	3	1	-2
COc1cc(C(c2c(C)[nH][nH]c2=O)c2c(C)[nH][nH]c2=O)cc([N+](=O)[O-])c1O	3	-6%	-0.4%	2.1	10	3	0	1	-13
CCOc1ccc(NC(=O)Cn2c(=O)n(-c3ccc(C)cc3)c(=O)c3cc(OC)c(OC)cc32)cc1	0	-6%	0.9%	-0.7	5	4	-1	13	/
CCc1ccc(-n2nc3ccc(NC(=O)c4ccc5c(c4)OCO5)cc3n2)cc1	3	-2%	3.1%	-0.3	4	5	13	-14	4
Cc1cc(C)cc(-n2c(SCC(=O)N3CCCC3)nc3c([nH]c4ccccc43)c2=O)c1	0	-4%	1.4%	0.1	-5	7	-4	-3	/
CCn1cc(CN2CCC(C(=O)Nc3ccc(Oc4ccccc4)nc3)CC2)cn1	5	-10%	12%	3.0	0	-23	-7	0	2
Cc1ccc(S(=O)(=O)N(C)C)cc1NC(=O)CSc1nncs1	1	/	7.6%	0.1	-2	32	3	-5	-22
Cc1cccc(N(CC(=O)NC2CCCC2)C(=O)CCCC(=O)Nc2ccccn2)c1	0	-12%	-1.2%	-0.1	-10	-34*	4	-9	-5
CCOC(=O)C1=C(C)Nc2nnnn2C1c1ccccc1Cl (configuration not stated)	5	-6%	-0.8%	-0.2	6	0	-3	0	2
Cc1cccc(C(=O)NCc2nnc(SCc3ccc(F)cc3)n2C)c1	1	-7%	0.7%	-0.1	5	5	4	13	-25
Cc1ccc([C@@H]2[C@@H]3C(=O)N(c4ccccc4)C(=O)[C@@H]3[C@]3(C)C(=O)N(Cc4ccccn4)CC(=O)N23)o1	1	-11%	-3.6%	0.3	2	2	-1	8	/

Random excerpt: 5 entries already listed
SMILES	D1 agonist	Apoferritin bind	RXFP1 ag	TRHR agonist	TRHR PAM	D1 antag	D1 potentiator	D2 PAM	RXFP1 antag
C=C(C)/C=N/NC(=S)Nc1ccc(S(=O)(=O)N2CCOCC2)cc1	3	?	0.5%	0.8	-4	-4	3	1	-2
CCc1ccc(-n2nc3ccc(NC(=O)c4ccc5c(c4)OCO5)cc3n2)cc1	3	-2%	3.1%	-0.3	4	5	13	-14	4
CCn1cc(CN2CCC(C(=O)Nc3ccc(Oc4ccccc4)nc3)CC2)cn1	5	-10%	12%	3.0	0	-23	-7	0	2
CCOc1ccc(NC(=O)Cn2c(=O)n(-c3ccc(C)cc3)c(=O)c3cc(OC)c(OC)cc32)cc1	0	-6%	0.9%	-0.7	5	4	-1	13	/
COCC1CCCN(C(=O)c2ccc3oc(C(C)C)nc3c2)C1 (configuration not stated)	1	-8%	0.4%	0.2	-4	-13	-1	/	-3

Screening results: PubChem, National Center for Advancing Translational Sciences (NCATS)
